# Assay outcomes from PubChem BioAssay.
# Artemis inh: Artemis endonuclease inhibitors, primary screen, biochemical, fluorescence intensity, FAM/BHQ-1 hairpin substrate | Protein artemis (Homo sapiens), Q96SD1 | recombinant Artemis, quenched FAM hairpin cleavage fluorescence | inhibition, % at 10 µM | hit rate 0.78% among 30,000 | AID 686954, 2013;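 active = at 10 µM dose, at least 30% inhibition, measured as corrected fluorescence normalized to stimulator and neutral control wells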
# Target sequence (Q96SD1 whole entry, looked up): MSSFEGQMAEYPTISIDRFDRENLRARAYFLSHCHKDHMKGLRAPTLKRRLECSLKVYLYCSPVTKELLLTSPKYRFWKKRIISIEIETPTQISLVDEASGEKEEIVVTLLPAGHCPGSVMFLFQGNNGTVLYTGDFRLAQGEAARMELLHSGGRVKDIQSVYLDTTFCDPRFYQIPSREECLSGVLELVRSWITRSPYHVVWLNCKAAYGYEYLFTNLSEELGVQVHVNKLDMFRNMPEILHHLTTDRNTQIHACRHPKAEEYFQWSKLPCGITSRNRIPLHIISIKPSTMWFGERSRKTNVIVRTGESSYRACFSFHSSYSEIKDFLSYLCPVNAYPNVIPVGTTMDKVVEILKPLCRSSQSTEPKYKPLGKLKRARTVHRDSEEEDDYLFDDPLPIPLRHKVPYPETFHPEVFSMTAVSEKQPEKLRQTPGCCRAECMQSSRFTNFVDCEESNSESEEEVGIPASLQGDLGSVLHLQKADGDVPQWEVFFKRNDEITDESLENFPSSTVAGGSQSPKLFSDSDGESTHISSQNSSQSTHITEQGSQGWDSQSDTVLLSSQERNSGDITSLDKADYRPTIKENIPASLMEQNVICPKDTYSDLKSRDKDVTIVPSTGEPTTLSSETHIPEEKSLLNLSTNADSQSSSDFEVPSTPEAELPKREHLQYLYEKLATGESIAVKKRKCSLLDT
# Starred values were filed as active, the others as inactive.
SMILES,Artemis inh
O=C(CCC(=O)c1ccc(F)cc1)Nc1cccnc1,-3
c1coc(CNc2ncnc3ccccc23)c1,3
Cc1ccc2[nH]c(=O)c(CN(Cc3ccc4c(c3)OCO4)Cc3nnnn3Cc3ccco3)cc2c1,35*
O=C(NCc1ccccc1)C1CC(=O)N(c2ccc(OCC(=O)N3CCCC3)cc2)C1 (centres undefined),-5
COc1ccc(C2NC(=O)CS2)cc1 (centres undefined),-5
On1cnnc1-c1ccccc1,6
CCCCCNc1nc(NCCCO)c(C#N)c2c1CN(C)CC2,1
O=C(C1CCCN(Cc2cccnc2)C1)N1CCCCC1 (centres undefined),2
Cc1ccc(Cn2c(=N)n(CC(O)c3ccco3)c3ccccc32)cc1 (centres undefined),-4
Cc1cc(=O)[nH]c(SCC(=O)NCc2ccco2)n1,9

# Ordered by formula weight (low to high): part of the list above
SMILES,Artemis inh
On1cnnc1-c1ccccc1,6
COc1ccc(C2NC(=O)CS2)cc1 (centres undefined),-5
Cc1cc(=O)[nH]c(SCC(=O)NCc2ccco2)n1,9
O=C(C1CCCN(Cc2cccnc2)C1)N1CCCCC1 (centres undefined),2
O=C(NCc1ccccc1)C1CC(=O)N(c2ccc(OCC(=O)N3CCCC3)cc2)C1 (centres undefined),-5
Cc1ccc2[nH]c(=O)c(CN(Cc3ccc4c(c3)OCO4)Cc3nnnn3Cc3ccco3)cc2c1,35*

# Following part:
SMILES,Artemis inh
CCN(CC)c1ccc2cc(C(C)=O)c(=O)oc2c1,-33
O=C1c2ccccc2C(=O)N1c1cccc(-c2nc3ccccc3o2)c1,6
COc1cccc(Oc2coc3c(CN4CCOCC4)c(O)ccc3c2=O)c1,18
Cc1ccc(-c2cc(-c3ccc(C)o3)nc(N)c2C#N)cc1,18
O=C(O)c1cccc(N2CCCCS2(=O)=O)c1,-7
CCOC(=O)c1sc(NC(=O)CSc2nc(C)cc(C)c2C#N)c(C#N)c1C,3
COc1ccc(N(Cc2cc3ccccc3[nH]c2=O)C(=O)C2CCCO2)cc1 (centres undefined),4
CCN(CC)S(=O)(=O)c1ccc(Cl)c(C(=O)Oc2cccc(-c3cnc4ccccc4n3)c2)c1,7
CCCOc1ccc(N2C(=O)CC(N(CCC)C(=O)CCC(=O)O)C2=O)cc1 (centres undefined),-6
O=C(CSc1ccc(Cl)cc1)Nc1ccc(N2CCN(C(=O)c3ccco3)CC2)cc1,-4
CCCOc1ccc(C(=O)CCN2CCCCC2)cc1,4
Cc1ccc(C(=O)Nc2c(C(=O)N3CCOCC3)cnn2-c2ccccc2)cc1,-11
COc1cccc(NC(=O)N[C@@H](Cc2ccccc2)C(=O)O)c1,-2
COc1ccc(Cl)cc1NC(=O)c1ccco1,-9
CS(=O)(=O)N(CC(=O)N1CCN(c2cccc(Cl)c2)CC1)C1CCCCC1,-3
CCOC(=O)c1c(-c2ccc(C)c(C)c2)csc1NC(=O)C1CC=CCC1C(=O)O (centres undefined),24
Cn1c(=O)[nH]c(=O)c2c1nc(NCCCn1ccnc1)n2CCOc1ccccc1,6
COc1cc(OC)cc(C(=O)Nc2ncc3c(n2)CC(C)CC3=O)c1 (centres undefined),-6
CCCCNC(=O)NS(=O)(=O)c1cnccc1Sc1ccc(Cl)cc1,-2
O=C(CN1CCOCC1)n1c2ccccc2c2ccccc21,-3
Cc1csc(NC(=O)c2ccc(S(=O)(=O)N(C)c3ccccc3)cc2)n1,6
Cc1ccc(N(CC(N)=O)C2SC(=O)N(Cc3cccc(C(=O)O)c3)C2=O)cc1 (centres undefined),-14
CCOC(=O)N1CCC(NC(=O)CCS(=O)(=O)c2ccc3c(c2)CCN3C(C)=O)CC1,-4
Cc1ccc(C(=O)OCC(=O)Nc2sc3c(c2C#N)CCCCC3)cc1NC(=O)c1ccco1,12
COc1ccccc1-n1cnc2cc(C(=O)NCc3ccco3)ccc21,1
O=C(NC1CCCCNC1=O)c1ccc(Cl)cc1 (centres undefined),-2
COc1cc(CO)cc(-c2cc(CO)cc(OC)c2OC)c1OC,-7
CCOC(=O)CCP(=O)(O)C(O)c1ccccc1 (centres undefined),-4
CCOc1ccc(-c2nc(S(=O)(=O)c3ccccc3)c(NCc3cccnc3)o2)cc1,18
Cc1ccc2cc(C(=O)O)c(C)nc2c1,0
CCC(NC(=O)C1(C)CC1(Br)Br)c1ccc(C)cc1 (centres undefined),-1
CCC(=O)Nc1c(C)nn(C(=O)CC)c1C,-2
COc1ccc2[nH]c3c(N4CCN(Cc5ccc6c(c5)OCO6)CC4)ncnc3c2c1,11
Cc1nc(-c2ccc(S(=O)(=O)N3CCCCCC3)cc2)cs1,1
CC12CCC(C(=O)NCC3CCCO3)(OC1=O)C2(C)C (centres undefined),-8
Cc1csc(NC(=O)c2nc3nc(C)cc(C)n3n2)n1,-1
CC(C)(C)C(=O)N1CCN(c2ccc([N+](=O)[O-])cc2Cl)CC1,-2
COc1ccc(S(=O)(=O)N(CCCN2CCCC2=O)Cc2cc3cc(C)c(C)cc3[nH]c2=O)cc1,-3
CCOc1cc(/C=N\NC(=O)Cn2nc([N+](=O)[O-])cc2C)ccc1OCc1cccc2ccccc12,16
O=C(N/N=C/c1cccc(OC2CSC2)c1)c1ccccc1O,-8
CN(C)C=Nc1ncc2c3ccccc3n(Cc3ccccc3)c2c1C#N,-5
Cc1ccc(CN2CCN(C(=O)c3ccco3)CC2)cc1,3
CCC(C)n1cnc2c(c1=O)c1nc3ccccc3nc1n2Cc1ccccc1OC (centres undefined),9
CN(CC(=O)N1CCc2ccccc21)S(=O)(=O)c1cccs1,3
CCCOC(=O)Cc1c(O)c2ccccc2[nH]c1=O,3
O=C(NCC(=O)N(Cc1ccco1)C(C(=O)NC1CCCC1)c1ccncc1)c1cccs1 (centres undefined),5
COC(=O)C1=C(C)N=C2SC(C#N)=C(N)N2C1c1ccc(OCc2ccccc2)cc1 (centres undefined),11
O=C(NNC(=O)c1cccnc1)Nc1ccc(Cl)c(Cl)c1,5
O=C(N/N=C/c1cccc(O)c1)c1csc2ccccc12,-3
CCOC(=O)c1ccc(N2C(=O)CC(N3CCN(Cc4ccccc4)CC3)C2=O)cc1 (centres undefined),6
# The list goes on:
SMILES,Artemis inh
Cc1cc(NS(=O)(=O)c2ccc(NC(=O)c3ccoc3C)cc2)nc(C)n1,6
Cc1ccc(C2/C(=C(/O)c3ccc(OC(C)C)cc3)C(=O)C(=O)N2CCN2CCOCC2)cc1 (centres undefined),-5
Cc1ccc(SCc2nc(-c3ccccn3)no2)cc1,-5
CCN(CC)C(=O)CSc1nc(N)c2c3c(sc2n1)CC(C)CC3 (centres undefined),3
COc1cccc(CNc2ccc(N3CCCCC3)cc2)c1OC,0
COc1cc(C2C(C(C)=O)=C(C)Nc3ncnn32)ccc1O (centres undefined),1
CC1=Nn2c(nnc2-c2cc(-c3ccccc3)n[nH]2)SC1,-4
CCCN(CCC)c1nc(N)nc(-c2cc(Cl)ccc2OC)n1,3
CCOc1ccc(C2SCC(=O)N2c2c(C)n(C)n(-c3ccccc3)c2=O)cc1 (centres undefined),-4
COC(=O)c1cccc(NC(=O)c2cccnc2)c1,5
COCCN(C(=O)Cn1nnc2ccccc21)C(C(=O)NC1CCCCC1)c1ccc(OC)cc1OC (centres undefined),-5
COc1c(F)c(F)c(C(=O)Nc2ccccc2N2CCN(C(C)=O)CC2)c(F)c1F,-1
CC(=O)c1ccc(N2CCN(C(=O)c3ccc(Br)cc3)CC2)c(F)c1,6
O=c1c2c([nH]c3ccccc13)C(=C1CCCC1)CC2,18
O=C(Nc1nc2n(n1)C(c1ccccc1)C=C(c1ccccc1)N2)c1ccco1 (centres undefined),11
COc1ccccc1-n1nnnc1SCc1cc2c(cc1Br)OCO2,-6
O=C(COC(=O)c1cc(S(=O)(=O)N2CCOCC2)ccc1O)NCC1CCCO1 (centres undefined),-1
CCOc1ccc(-c2[nH]nc3c2C(c2cccnc2)C(C#N)=C(N)O3)cc1 (centres undefined),5
O=c1oc(Nc2cccc(F)c2)nc2ccccc12,-7
N#Cc1nc(Cc2cccc3ccccc23)oc1NCCCn1ccnc1,-2
CCN1C(=O)NC2C1N(S(C)(=O)=O)CCN2S(C)(=O)=O (centres undefined),8
CCOc1ccc(S(=O)(=O)NCc2ccc(F)cc2)c2cccnc12,-1
CCOc1ccc(C(=O)NC(C(=O)NCc2ccccn2)C(C)C)cc1 (centres undefined),10
O=C(OCC(=O)N(C1CCCCC1)C1CCCCC1)c1cnccn1,5
CC1Cc2nc(SCC(=O)N3CCc4ccccc43)n(C)c(=O)c2S1 (centres undefined),5
Cc1ccc(C(=O)c2cc3ccccc3o2)cc1C,5
CCc1c(C)c2c(C)nn(-c3ccccc3)c2oc1=O,6
CCC(C)C(NC(=O)C1CCC(C)CC1)C(=O)NC(C(=O)OC)C(C)C (centres undefined),-1
Cc1cc(NC(=O)c2cncc(Br)c2)n(-c2ccccn2)n1,-1
Cc1cc(C)c(S(=O)(=O)N(C)CC(=O)N2CCCCC2)c(C)c1,-10

# Some values from the results shown:
# `O=C(OCC(=O)N(C1CCCCC1)C1CCCCC1)c1cnccn1` in Artemis inh reads 5
# `CCOc1ccc(S(=O)(=O)NCc2ccc(F)cc2)c2cccnc12` in Artemis inh reads -1
# `CC1Cc2nc(SCC(=O)N3CCc4ccccc43)n(C)c(=O)c2S1` (centres undefined) in Artemis inh reads 5

# Next records follow.
SMILES,Artemis inh
Cc1cc(C(=O)OCC(=O)Nc2cc(C(F)(F)F)ccc2N2CCOCC2)c(C)o1,11
CC1(C)Cc2c(sc(NC(=O)C(C)(C)C)c2C#N)C(C)(C)N1,-4
COc1ccc(CSc2nc3ccccc3[nH]2)cc1,-3
CCCCCC(=O)N1CCN(CCN=CC2=C(O)CC(c3ccc(OC)cc3)CC2=O)CC1 (centres undefined),0
CCn1c(SCc2ccc(F)cc2)nnc1-c1nn(-c2ccccc2)ccc1=O,6
N#Cc1c(N)nc2c(c1N)CC(=O)N2c1ccccc1-c1ccccc1,-3
CC(=O)c1ccc(N2CCN(C(=O)C3CCN(S(=O)(=O)Cc4ccccc4)CC3)CC2)cc1,-3
Cn1c(=O)[nH]c2cc(Cl)cnc21,7
Cc1ccc2nc(/C(C#N)=N/O)[nH]c2c1,-9
Cc1cc(C)cc(-n2c(C)cc(C(=O)CSc3nnnn3C)c2C)c1,-5
N#CC1=C(SCC(=O)NC2CCCCC2)NC(=O)CC1c1ccco1 (centres undefined),-6
COc1ccc(N2CCSC2C(=O)NN)cc1 (centres undefined),-3
CSc1ccccc1-c1nnc(-c2ccccc2)o1,1
Cc1cc(C)n(-c2nc(Nc3ccccc3C(F)(F)F)nc(-n3nc(C)cc3C)n2)n1,57*
COc1ccc(NC(=O)/C(Cl)=C(/Cl)S(=O)Cc2ccc(C)cc2)cn1 (centres undefined),12
COc1ccccc1Nc1nc(C)cc(C)c1C(N)=O,-1
COc1ccc(NCc2cc3ccccc3[nH]c2=O)cc1,-1
CCOC(=O)Cn1nnnc1C(CC)N(Cc1cccs1)Cc1cc2ccc(OC)cc2[nH]c1=O (centres undefined),-4
CC(C)OCCCN1CN(S(=O)(=O)c2ccc(Cl)cc2)c2nc3ccccc3nc21,-2
CCc1noc(C)c1C(=O)N1CC(C)OC(C)C1 (centres undefined),-3
N=c1c2c3c(sc2ncn1CCCO)CCCC3,-3
O=C(CCc1nc2ccccc2[nH]1)Nc1ccc2c(c1)OCO2,10
Cc1csc(SCC(=O)N2CCN(S(=O)(=O)c3ccc(Cl)cc3)CC2)n1,-8
COc1ccc(Cl)cc1NC(=O)CN(c1ccccc1)S(=O)(=O)N(C)C,-6
CC(C)CCNC(=O)NC(=O)COC(=O)c1cc(S(=O)(=O)N2CCOCC2)ccc1N1CCCCC1,-5
Cc1cccc(N(CC(=O)NC2CCCC2)C(=O)CCCC(=O)Nc2ccccn2)c1,7
COC1CCCCC1NS(=O)(=O)c1ccccc1 (centres undefined),-7
CCOc1ccc(-n2c(N)c(C(=O)NCC3CCCO3)sc2=S)cc1 (centres undefined),-5
COC(=O)C1CN(S(=O)(=O)c2ccc(C)cc2)CCN1S(=O)(=O)c1ccc(C)cc1 (centres undefined),-7
CCN(CC)C(=O)C1=C(C)Nc2nnnn2C1c1cccnc1 (centres undefined),12

# Nothing new here: 5 of the compounds above.
SMILES,Artemis inh
Cc1cccc(N(CC(=O)NC2CCCC2)C(=O)CCCC(=O)Nc2ccccn2)c1,7
COC1CCCCC1NS(=O)(=O)c1ccccc1 (centres undefined),-7
CCOc1ccc(-n2c(N)c(C(=O)NCC3CCCO3)sc2=S)cc1 (centres undefined),-5
COC(=O)C1CN(S(=O)(=O)c2ccc(C)cc2)CCN1S(=O)(=O)c1ccc(C)cc1 (centres undefined),-7
CCN(CC)C(=O)C1=C(C)Nc2nnnn2C1c1cccnc1 (centres undefined),12

# Further entries.
SMILES,Artemis inh
O=C(OCC(=O)c1c[nH]c2ccccc12)c1ccco1,-5
c1ccc(Cn2c(CNc3nc4ccccc4n3CCN3CCCCC3)nc3ccccc32)cc1,14
Cc1ccccc1Sc1ncnc2onc(C)c12,-5
Cc1nn(C)c(C)c1/C=N/N=C1\CCC2C3CCc4cc(O)ccc4C3CCC12C (centres undefined),-5

# Rewritten with each value named: four of the compounds above
CCCCCC(=O)N1CCN(CCN=CC2=C(O)CC(c3ccc(OC)cc3)CC2=O)CC1 (centres undefined)
  Artemis inh: 0
CCn1c(SCc2ccc(F)cc2)nnc1-c1nn(-c2ccccc2)ccc1=O
  Artemis inh: 6
N#Cc1c(N)nc2c(c1N)CC(=O)N2c1ccccc1-c1ccccc1
  Artemis inh: -3
CC(=O)c1ccc(N2CCN(C(=O)C3CCN(S(=O)(=O)Cc4ccccc4)CC3)CC2)cc1
  Artemis inh: -3

# Some of the compounds tested. The share of hits here may be higher or lower than overall.
